Tb hexokinase – Trypanosoma brucei hexokinase 1 inhibitors, primary screen, biochemical, G6PDH-coupled NADH absorbance, MLSCN library; hexokinase 1 [Trypanosoma brucei]; recombinant TbHK1, G6PDH-coupled NADH A340; inhibition, % at 10 µM; 220,000 tested, 0.11% active; AID 1430, 2008;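 active = inhibition of 50% or more in the single-dose primary screen; inactive = inhibition below 50%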
Runt-CBFb FRET – inhibitors of RUNX1 Runt–CBFb binding, primary screen, biochemical, FRET, Cerulean-Runt, Venus-CBFb, uHTS. Runt-related transcription factor 1 (Homo sapiens) + Core-binding factor subunit beta …. Cerulean-Runt/Venus-CBFb FRET ratio 530/480, 1 h. inhibition, % at 20 µM. 220,000 tested, 0.46% active. AID 1496, 2009;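 active = inhibition over about 50% at 20 µM in the single-dose screen, limit read from the data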;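 also: 0% = DMSO wells and 100% = excess unlabeled CBFb competitor control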
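test system = Cerulean-tagged RUNX1 Runt domain (FRET donor) fusion protein | reagent = Venus-CBFb binding partner, 100 nM | incubation = protein complex preformed 1 h, compound exposure 1 h, room temperature, dark | detection = FRET fluorescence | read-out basis = loss of energy transfer signal | controls = 5 µM unlabeled CBFb as full-inhibition high control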
Hck Nef HTS – inhibitors of Nef-activated human Hck kinase, primary screen, biochemical, Z-Lyte FRET, 384-well, Hck-YEEI. Tyrosine-protein kinase HCK (Homo sapiens), P08631. Recombinant Hck-YEEI plus Nef, Z-Lyte FRET kinase assay. inhibition, % at 20 µM. 220,000 tested, 0.68% active;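 active = Hck-Nef kinase inhibition above about 50%, limit read from the data; inactive = inhibition below that limit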;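 also: 0% = DMSO with Hck plus Nef and 100% = Hck alone without Nef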
Mdm2 ligase inh – MDM2-luciferase reporter signal enhancers, primary screen, MDM2 E3 ligase inhibitor project, cell-based, luminescence, 1536-well | cell-based MDM2 ubiquitination luciferase reporter, 2 h; 0 = plate control, 100 = twice control, blank-subtracted | signal enhancement, % at 5 µM | E3 ubiquitin-protein ligase Mdm2 (Homo sapiens), Q00987 | 210,000 tested, 0.11% active;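 active = signal enhancement of 30% or more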;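 also: luminescence tracks abundance of the self-degrading MDM2-luciferase fusion protein; higher signal means inhibition of MDM2 E3 ligase activity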
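system = mammalian cells stably expressing self-ubiquitinating, self-degrading MDM2 E3–luciferase fusion | quantity = 2000 cells per well seeded | incubation = 4 h cell settling then 2 h compound exposure, 37 °C | signal = SteadyLite luminescence, 15 min reagent step | benchmarks = plate control and blank wells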
L929 necroptosis – inhibitors of zVAD-triggered necroptosis, primary screen, L929 cells; L929 zVAD necroptosis rescue, ATP luminescence, 24 h; with zVAD 60 µM; viability rescue, % at 10 µM; 220,000 tested, 0.38% active;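 active = activation, scaled between plate controls, above about 75%, limit read from the data; inactive = activation under that limit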;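 also: 0% = zVAD with DMSO and 100% = DMSO alone without zVAD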
p47phox inh – p47phox/p22phox peptide binding inhibitors, primary screen, biochemical, uHTS, NADPH oxidase regulatory subunit; fluorescence polarization, 2 h; inhibition, % at 24.7 µM; 220,000 tested, 0.53% active; AID 1274, 2008;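 active = inhibition above about 30%, limit read from the data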;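 also: 0% = p47phox with labelled peptide and 100% = labelled peptide alone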
Target sequence (P14598 whole entry, looked up): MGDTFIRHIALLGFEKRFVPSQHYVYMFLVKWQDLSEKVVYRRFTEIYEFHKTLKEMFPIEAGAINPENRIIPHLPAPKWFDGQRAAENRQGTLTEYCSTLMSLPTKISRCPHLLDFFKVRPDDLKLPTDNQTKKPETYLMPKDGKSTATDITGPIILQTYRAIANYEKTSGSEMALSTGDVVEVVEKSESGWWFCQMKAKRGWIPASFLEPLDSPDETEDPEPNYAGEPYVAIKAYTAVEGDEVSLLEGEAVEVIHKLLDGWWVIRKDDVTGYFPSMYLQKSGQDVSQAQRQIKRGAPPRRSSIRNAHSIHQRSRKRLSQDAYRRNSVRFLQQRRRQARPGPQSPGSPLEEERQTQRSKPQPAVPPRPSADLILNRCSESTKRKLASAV
Runt-SMMHC FRET – inhibitors of RUNX1 Runt–CBFb-SMMHC binding, primary screen, biochemical, FRET, Cerulean-Runt, Venus-CBFb-SMMHC, uHTS; Runt-related transcription factor 1 (Homo sapiens) + Core-binding factor subunit beta …; Cerulean-Runt/Venus-CBFb-SMMHC FRET ratio 530/480, 1 h; inhibition, % at 20 µM; 220,000 tested, 0.74% active; AID 1434, 2008;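 active = mean inhibition across duplicate retests at 20 µM reaching about 50%, limit read from the data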;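 also: 0% = DMSO wells and 100% = wells with excess untagged CBFb-SMMHC; inhibitors lower the FRET ratio by blocking Runt binding to CBFb-SMMHC; some results filed as inactive read as strong as hits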
14-3-3 Bad inh – inhibitors of 14-3-3 zeta/Bad binding, primary screen, biochemical, TR-FRET, bovine 14-3-3 zeta; 14-3-3 protein zeta/delta (Bos taurus), P63103; TR-FRET 14-3-3zeta/Dy647-pBad peptide displacement, 1 h; AID 781, 2007; 220,000 tested, 0.71% active; inhibition, % at 21.7 µM;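 active = inhibition above about 70%, limit read from the data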;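 also: 0% = full 14-3-3 plus peptide FRET controls and 100% = background without 14-3-3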
Target sequence (P63103 whole entry, looked up): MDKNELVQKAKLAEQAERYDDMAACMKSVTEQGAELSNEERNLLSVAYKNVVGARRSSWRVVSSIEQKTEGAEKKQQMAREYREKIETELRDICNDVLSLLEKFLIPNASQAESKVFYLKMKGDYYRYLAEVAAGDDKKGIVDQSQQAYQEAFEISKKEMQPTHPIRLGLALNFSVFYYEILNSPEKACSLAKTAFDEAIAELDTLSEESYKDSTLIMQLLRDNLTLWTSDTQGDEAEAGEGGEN
EBV gp42 block – Epstein-Barr virus gp42 inhibitors, primary screen, biochemical, uHTS, fluorescence polarization | Glycoprotein 42 (Epstein-Barr virus (strain AG876)), Q1HVG2 | Fluorescence polarization binding assay, mP read-out | inhibition, % (tested at 21.74 µM) | 220,000 tested, 0.42% active | AID 1085, 2008; in the data active = inhibition above about 50%
Target sequence (Q1HVG2 whole entry, looked up): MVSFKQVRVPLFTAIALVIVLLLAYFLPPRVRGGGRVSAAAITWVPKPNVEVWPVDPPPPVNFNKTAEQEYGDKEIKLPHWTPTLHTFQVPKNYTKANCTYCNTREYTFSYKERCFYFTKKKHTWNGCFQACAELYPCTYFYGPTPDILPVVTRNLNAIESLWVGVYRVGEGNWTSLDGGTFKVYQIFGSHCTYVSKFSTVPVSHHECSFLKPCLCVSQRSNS
Starred values were filed as active, the others as inactive; . = no result given; & = joins results of further samples; ! = not active in a repeat; [ ] = another dose, or the depositor's remark.

SMILES	Tb hexokinase	Runt-CBFb FRET	Hck Nef HTS	Mdm2 ligase inh	L929 necroptosis	p47phox inh	Runt-SMMHC FRET	14-3-3 Bad inh	EBV gp42 block
Cc1nc(-c2cccnc2)sc1C(=O)Nc1cccc(C(F)(F)F)c1	-11.5	-0.9	-0.3	-4.1	2.0	-8.0	1.9	8.4	-8.2
CN1CCN(C(=S)NC(=O)/C=C/c2ccccc2Cl)CC1	-5.9	1.5	21.1	10.2	7.7	-5.0	-0.5	-1.5	-17.3
CCOC(=O)CSc1nnc(-c2cc(OC)c(OC)c(OC)c2)o1	-3.1	-0.3	16.2	-5.7	13.6	3.9	-1.0	1.3	-4.6
CC(=O)c1cccc(NC(=O)C2CCN(C(=O)c3ccc([N+](=O)[O-])cc3)CC2)c1	2.6	-0.5	19.0	-8.5	1.1	-13.6	0.1	-6.7	-16.8
COc1ccc(C(c2c(N)[nH]c(=S)[nH]c2=O)c2c(N)[nH]c(=S)[nH]c2=O)cc1	-6.1	43.7	-3.3	-8.3	1.0	-5.0	12.3	0.5	-11.9
CC(C)CCn1nnnc1C(c1ccc(F)cc1)N1CCC(C(N)=O)CC1 (configuration not stated)	-3.3	-2.2	-1.7	3.3	-0.4	-6.2	-0.8	16.4[fluorescence artefact?]	-11.6
CC1CCN(CCCNC(=O)COc2cc(=O)n(C)c3ccccc23)CC1	3.0	-0.2	-0.3	2.7	0.3	-35.8	0.9	1.7	-13.8
CC1(C)CC(=O)C2=C(C1)N(Cc1cccnc1)C(=O)C2(NC(=O)c1ccc(F)cc1)C(F)(F)F (configuration not stated)	-0.7	0.1	0.3	.	0.2	-3.1	-8.1	-1.3	2.5
COc1ccccc1C1=NOC(Cn2c(NCCOCCO)nc3c2c(=O)n(C)c(=O)n3C)C1 (configuration not stated)	3.2	-0.7	-5.5	-9.8	-0.2	3.8	-3.3	-8.8	0.1
COc1ccc(OC)c(C2C(C(=O)Nc3nc4ccccc4s3)=C(C)NC3=C2C(=O)CCC3)c1 (configuration not stated)	-15.2	21.6	42.5	-18.8	0.0	-40.2	142.4*	-3.4	-5.2
COc1ccc(Br)cc1C(=O)Nc1ccccc1-c1ccccc1	4.0	-3.4	-1.5	-3.5	-0.3	1.9	0.3	11.5	-1.0
Cc1cc(Cl)ccc1NC(=O)CCC(=O)N/N=C/c1cc([N+](=O)[O-])ccc1O	3.9	1.5	14.3	-5.3	-1.5	-8.7	-4.6	-6.9	-0.7
CN(CCCNC(=O)Cn1cccc1C(=O)c1ccccc1)C1CCCCC1	-9.6	-2.5	6.7	-19.2	-0.4	2.7	-0.5	-5.9	-5.0
Cc1cc(S(=O)(=O)NCc2cccs2)ccc1-n1cnnn1	1.0	0.3	-1.5	0.0	-0.4	0.8	-1.6	-1.7	5.7
COc1ccc(N2CCN(C(=O)CCCOc3cc(=O)n(C)c4ccccc34)CC2)cc1	2.8	-0.7	2.9	7.1	0.9	-9.5	3.8	-4.1	-8.9
CCNC(=S)N/N=C/c1cn(Cc2ccc(F)cc2)c2ccccc12	-8.2	1.0	-1.3	-12.5	5.2	1.5	2.3	-11.3	12.5
Cc1ccc(CN2CCN(c3ccccn3)CC2)s1	-0.1	0.2	-0.1	-11.4	0.4	-3.9	-7.6	55.8	-15.6
COc1cccc(/C=C/C(=O)NCCc2ccc3c(c2)OCCO3)c1	-2.2	-0.1	0.8	-10.9	0.6	-6.1	2.1	4.4[fluorescence artefact?]	-11.2
CC(=O)Oc1ccc(N(C(C)=O)S(=O)(=O)c2cccs2)cc1	4.9	-0.6	0.6	-0.8	0.1	-7.0	-6.6	5.6	-28.5
COC(=O)c1ccc2c(=O)[nH]c(CSc3nc(-c4ccc(F)cc4)cs3)nc2c1	-2.0	-1.8	-5.1	-5.5	0.8	-32.5	-0.1	-6.1	-5.5
Cc1occc1C(=O)N=Nc1c(O)n(C)c2ccccc12	6.1	-2.9	1.8	-31.9	0.2	0.2	0.6	-9.3[fluorescence artefact?]	4.4
O=C(CN1C(=O)C2CCc3[nH]c4ccccc4c3C2C1=O)N1CCCC1 (configuration not stated)	3.0	-0.7	-1.8	-3.1	0.7	-4.2	-0.8	1.6	5.0
COc1ccc(C2CC(c3cccs3)=NN2C(=O)CSc2nc3ccccc3o2)cc1 (configuration not stated)	-3.4	-0.8	0.3	-7.2	2.5	-2.6	0.1	-6.3[fluorescence artefact?]	-4.5
CCC1CCCCN1S(=O)(=O)c1ccc(S(=O)(=O)N(Cc2cccs2)C2CC2)cc1 (configuration not stated)	11.0	-0.3	1.0	-2.3	3.8	-10.4	0.9	1.3	-16.7

Random excerpt: 3 compounds from above
SMILES	Tb hexokinase	Runt-CBFb FRET	Hck Nef HTS	Mdm2 ligase inh	L929 necroptosis	p47phox inh	Runt-SMMHC FRET	14-3-3 Bad inh	EBV gp42 block
CCNC(=S)N/N=C/c1cn(Cc2ccc(F)cc2)c2ccccc12	-8.2	1.0	-1.3	-12.5	5.2	1.5	2.3	-11.3	12.5
CN(CCCNC(=O)Cn1cccc1C(=O)c1ccccc1)C1CCCCC1	-9.6	-2.5	6.7	-19.2	-0.4	2.7	-0.5	-5.9	-5.0
CCC1CCCCN1S(=O)(=O)c1ccc(S(=O)(=O)N(Cc2cccs2)C2CC2)cc1 (configuration not stated)	11.0	-0.3	1.0	-2.3	3.8	-10.4	0.9	1.3	-16.7

Next part
SMILES	Tb hexokinase	Runt-CBFb FRET	Hck Nef HTS	Mdm2 ligase inh	L929 necroptosis	p47phox inh	Runt-SMMHC FRET	14-3-3 Bad inh	EBV gp42 block
Cc1cc(=O)n2c3c(sc2n1)C(=O)N(Cc1ccccc1)C3=O	-19.8	4.2	-2.1	-5.6	3.1	-9.9	12.8	-5.6	-17.3
Cc1ccccc1OCc1n(CC(=O)OC2CC(C)CCC2C(C)C)c2ccccc2[n+]1C (configuration not stated)	75.6*!	-2.0&-3.6	30.6&31.6	-24.5&-23.7	19.4&20.7	38.6*!	-1.6&5.8	-12.3&11.4	-15.5&-6.0
COc1ccc(-c2nc3c(Br)c(N)c(Br)cc3o2)cc1	-23.2	.	0.0	-20.2	-0.2	9.9	-8.4	13.4	-12.8
Cc1[nH]c(=S)c(C#N)c(-c2ccccc2)c1C(=O)Nc1ccccc1	-19.2	30.4	10.3	9.5	0.1	-10.3	31.0	-3.2	-5.3
CCOC(=O)N1CCN(C(=O)c2cc(COc3ccc4ncccc4c3)on2)CC1	-2.0	-0.3	1.8	-10.4	-1.2	-8.8	-2.8	-11.9	-7.6
COc1ccccc1CC(=O)NCc1ccc2c(c1)OCO2	3.7	1.0	3.4	-13.1	-0.1	-21.4	-1.5	-0.4	-6.7
COc1ccccc1OCCNC(=O)c1ccc(S(=O)(=O)N(C)C)cc1	-5.6	-0.2	0.0	-9.7	1.8	10.8	-44.2	33.8	-1.3
O=C(COC(=O)Cc1ccsc1)NCc1ccc(Cl)cc1	3.0	2.8	1.7	-6.1	1.7	-5.6	-4.0	-8.4[fluorescence artefact?]	-8.9
COC(C)(C)c1cc(C(C)(C)C)nc(N)n1	2.8	-2.1	102.2*	-8.8	-0.1	-0.2	-2.7	.	-3.4
O=[N+]([O-])c1ccc(Sc2cccc3cccnc23)c2cccnc12	-4.6	6.3	16.8	4.5	14.0	.	-1.5	-11.3	62.0*
Clc1ccc2nc(CN3CCCCC3)cn2c1	8.6	-0.2	7.3	-31.2	0.7	0.9	0.7	35.8	-15.1
COc1ccc(CCNC(=O)CN(C)S(=O)(=O)c2ccc3c(c2)CCC(=O)N3)cc1OC	-6.0	2.9	2.3	-1.4	4.2	-4.0	-1.0	3.4	5.3
CN(Cc1nc(-c2cccnc2)no1)S(=O)(=O)c1ccc(Br)cc1	-3.4	0.0	1.0	-43.9	0.1	2.0	-5.1	2.1[fluorescence artefact?]	-11.3
COc1ccc(CNC(=O)c2c(O)c3ccccc3n(C)c2=O)cc1OC	15.1	-1.4	0.8	-4.0	0.3	-6.9	-8.2	-3.7	-11.7
Cc1nn(Cc2ccc(C(=O)N3N=C(C(F)F)CC3(O)C(F)F)o2)c(C)c1[N+](=O)[O-] (configuration not stated)	-9.4	-3.4	-29.4	-6.7	0.5	-6.2	-1.8	-11.7[fluorescence artefact?]	-10.5
CCOc1ccc2cc(S(=O)(=O)N3CCN(C)CC3)ccc2c1	-1.6	2.1	-16.2	2.8	0.5	-2.0	0.0	0.9	-13.8
Cc1ccc(NC(=O)Nc2c(C)n(C)n(-c3ccccc3)c2=O)cc1C	-0.9	-0.2	20.7	-34.9	15.6	-3.6	0.6	-16.6	-20.7
O=C(O)C(Cc1c[nH]c2ccccc12)N1Cc2ccccc2C1=O (configuration not stated)	1.4	3.3	2.9	-1.6	0.6	-3.5	-0.1	-11.2	-17.6
CN(C)CCNS(=O)(=O)c1ccc(Cl)cc1	-11.1	-1.1	0.0	-9.1	-0.1	-1.0	-3.9	13.9[fluorescence artefact?]	-7.2
COc1ccc(NC(=O)/C(Cl)=C(/Cl)S(=O)Cc2ccc(Cl)cc2)cn1 (configuration not stated)	-0.7	38.7	21.0	39.3*	13.7	-15.1	24.1	-4.4	-24.5
Cc1ccccc1NC(=O)Cc1cccc(C(F)(F)F)c1	0.5	-2.8	-5.4	.	1.8	-6.3	-1.7	-12.9	-11.9
Oc1cccc(-c2nc3c4c(ncn3n2)-c2ccccc2CC42CCCC2)c1	-6.7	-0.7	1.8	-8.6	0.3	-2.3	-0.2	-0.2	-10.2
COc1ccc(Br)cc1C(=O)Nc1ccccc1N1CCN(C(=O)c2ccccc2)CC1	-7.0	1.5	1.2	.	0.0	-3.3	-3.2	-6.7	11.3
Cc1ccc(Nc2nc(N)c([N+](=O)[O-])c(N3CCOCC3)n2)cc1C	-8.2	-4.7	3.2	-7.1	16.7	-6.9	-7.2	-1.6	-16.4
O=C(CS(=O)(=O)c1ccccc1)Nc1cccnc1	-1.9	-0.5	11.4	-9.0	14.2	1.1	-0.5	-6.0	2.1
CC1CCc2[nH]nc(C(=O)O)c2C1 (configuration not stated)	2.1	-1.2	-13.1	-28.5	0.1	-6.8	1.3	-15.3	2.6
Cn1c(=O)n(Cc2ccc(F)cc2)c(=O)c2c1nc1n2CCN1Cc1ccco1	-3.7	-1.3	-26.7	-0.5	1.1	2.4	-2.5	-6.6	2.7
C/C(CC(=O)NC1CCCC1)=N\NC(=O)Cc1cccs1	0.8	-3.8	0.2	-11.5	1.6	-4.0	-1.4	-14.1	7.1
